Bioassay records as filed in PubChem.
HePTP inhibitor: inhibitors of human HePTP phosphatase | inhibition, % at 20 µM | P35236 | AID 521 | recombinant HePTP phosphatase activity, OD absorbance | 110,000 compounds, 0.64% hits; in the data active = inhibition above about 50%;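 note: plate controls were vehicle for no effect and reference inhibitor for full effect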
BAP1 block: inhibitors of human BAP1 deubiquitinase. AID 436. 72,000 compounds, 0.48% hits. activity remaining (% of control), % at 20 µM. recombinant BAP1, Ub-AMC hydrolysis fluorescence kinetic; stronger effect = lower value. Q92560;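 active = activity remaining at or below 50% of control, provided the compound also passes the data quality filters; inactive = the rest, including low values that fail the filters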;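 note: 100% = DMSO wells rate and 0% = substrate alone blank rate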
Target sequence (Q92560 whole entry, looked up): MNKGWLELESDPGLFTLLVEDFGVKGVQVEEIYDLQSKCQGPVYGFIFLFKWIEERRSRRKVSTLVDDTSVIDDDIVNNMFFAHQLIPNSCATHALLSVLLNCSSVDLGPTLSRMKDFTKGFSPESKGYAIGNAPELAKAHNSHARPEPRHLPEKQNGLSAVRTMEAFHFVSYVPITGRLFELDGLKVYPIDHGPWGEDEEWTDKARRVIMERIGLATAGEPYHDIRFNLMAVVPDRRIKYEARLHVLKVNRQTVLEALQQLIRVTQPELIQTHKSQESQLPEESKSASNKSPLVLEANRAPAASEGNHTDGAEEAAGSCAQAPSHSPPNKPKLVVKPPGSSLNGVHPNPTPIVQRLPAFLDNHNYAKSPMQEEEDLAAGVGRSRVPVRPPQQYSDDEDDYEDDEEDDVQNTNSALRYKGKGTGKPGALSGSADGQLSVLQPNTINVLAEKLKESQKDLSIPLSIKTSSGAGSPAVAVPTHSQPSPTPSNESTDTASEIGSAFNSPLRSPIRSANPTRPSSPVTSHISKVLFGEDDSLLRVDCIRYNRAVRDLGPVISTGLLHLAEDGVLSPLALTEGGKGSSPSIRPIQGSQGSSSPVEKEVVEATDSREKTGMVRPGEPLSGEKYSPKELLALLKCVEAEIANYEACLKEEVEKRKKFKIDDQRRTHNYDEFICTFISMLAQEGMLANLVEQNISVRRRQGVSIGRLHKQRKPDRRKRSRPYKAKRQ
* marks the source's active call; other numbers are inactive results; . = not tested or not shown; & = joins results of further samples.

SMILES	HePTP inhibitor	BAP1 block
Cc1cc(C)c2cc(CN(CCO)C(=O)Nc3ccc(Cl)cc3)c(=O)[nH]c2c1	4	97
O=S(=O)(Cc1ccccc1)N1CCCC1	4	92
CCOC(=O)CSc1nnc(CNC(=O)c2cc(OC)c(OC)c(OC)c2)n1C	7	102
CC(C)CCNC(=O)/C=C/c1ccc([N+](=O)[O-])cc1	4	.
O=C(CN1CCOCC1)Nc1c2c(nc3c1CCC3)CCC2	6	107
COc1cc(C(=O)N/C(=C/c2ccc(Br)cc2)C(=O)NC(C)C(=O)O)cc(OC)c1OC (configuration not stated)	0	.
O=C(NCC(c1cccnc1)N1CCN(c2ccc(F)cc2)CC1)c1ccc(F)cc1 (configuration not stated)	8	95
COC(=O)c1cc(-c2c(C)oc3cc(O)ccc3c2=O)c(C)o1	10	.
O=C(COc1ccccc1)Nc1ccc(S(=O)(=O)NCc2ccco2)cc1	1	109
O=C(/C=C/c1ccco1)Nc1ccccc1[N+](=O)[O-]	84*	.
COC(=O)C1=C(C(=O)OC)SC2(S1)C(C(=O)OC)=C(C(=O)OC)SC1=C2c2cccc(OC)c2NC1(C)C	-3	.
CCn1c(SCC(=O)Nc2cc(NC(C)=O)ccc2OC)nnc1-c1ccccn1	-1	98

5 records picked at random from those above:
SMILES	HePTP inhibitor	BAP1 block
COC(=O)C1=C(C(=O)OC)SC2(S1)C(C(=O)OC)=C(C(=O)OC)SC1=C2c2cccc(OC)c2NC1(C)C	-3	.
Cc1cc(C)c2cc(CN(CCO)C(=O)Nc3ccc(Cl)cc3)c(=O)[nH]c2c1	4	97
O=S(=O)(Cc1ccccc1)N1CCCC1	4	92
COc1cc(C(=O)N/C(=C/c2ccc(Br)cc2)C(=O)NC(C)C(=O)O)cc(OC)c1OC (configuration not stated)	0	.
CC(C)CCNC(=O)/C=C/c1ccc([N+](=O)[O-])cc1	4	.

(cont.)
SMILES	HePTP inhibitor	BAP1 block
CCOCCOC(=O)C1=C(C)NC2=C(C(=O)CC(C)(C)C2)C1c1ccc(CC)cc1 (configuration not stated)	.	177
COc1ccc2oc(-c3ccccc3)c(C(=O)Nc3nccs3)c2c1	-9	.
CCOC(=O)c1ccc(Nc2nc(C)cc(C)c2C#N)cc1	-6	106
CCCn1c(=O)c2ccccc2n2c(SCc3nnc(-c4ccccc4Br)o3)nnc12	10	106
O=C(Nc1ccccc1C(=O)Nc1ccccc1Cl)c1ccco1	4	.
O=C(/C=C/c1cccc(NC(=O)c2ccc([N+](=O)[O-])cc2)c1)c1ccccc1	-6	.
Cc1ccc(C(=O)N/C(=C/c2cccs2)c2nc3ccccc3[nH]2)cc1	0	.
O=C(O)C1CC=CCC1C(=O)Nc1cccc(C(=O)N2CCCCC2)c1 (configuration not stated)	2	150
CCOC(=O)c1c(NC(=O)c2ccc(F)cc2)sc(C(=O)Nc2cc(C(F)(F)F)ccc2Cl)c1C	8	.
O=C(O)c1oc2ccc(Br)cc2c1-n1cccc1	3	45*
O=C(Nc1nc2c(s1)CCCC2)C1COc2ccccc2O1 (configuration not stated)	16	115
C/C(=N\NC(=O)c1cc(C2CC2)[nH]n1)c1ccc2ccccc2c1	-17	.

Reformatted: entries from further up
compound,HePTP inhibitor,BAP1 block
CCOC(=O)c1c(NC(=O)c2ccc(F)cc2)sc(C(=O)Nc2cc(C(F)(F)F)ccc2Cl)c1C,8,.
O=C(O)c1oc2ccc(Br)cc2c1-n1cccc1,3,45*

Entries above that bear a hit mark in BAP1 block:
SMILES	HePTP inhibitor	BAP1 block
O=C(O)c1oc2ccc(Br)cc2c1-n1cccc1	3	45*

Carrying on:
SMILES	HePTP inhibitor	BAP1 block
CC(=O)OC(C(=O)NC1CCCCC1)c1ccc(C)cc1 (configuration not stated)	6	79
COc1cc2c(cc1OC)C(c1ccc(C)o1)SC(c1ccc(C)o1)=N2 (configuration not stated)	-6	.
Cc1c(Cl)c([N+](=O)[O-])nn1CC(=O)Nc1ccc(S(N)(=O)=O)cc1	-4	.
C#CCN1C(=O)C(=O)c2cc(Br)ccc21	26	.
O=C(c1cc(-c2ccc3c(c2)OCO3)on1)N1CCOCC1	1	102
Cc1cc(C(=O)OCC(=O)NCCc2ccccc2)c(C)o1	9	110
CCOC(=O)c1c(-c2cccs2)csc1NC(=O)CSc1ncn[nH]1	6	56
O=C(NC1CSC/C1=N\O)c1ccccc1 (configuration not stated)	1	100
COc1ccc(C)cc1S(=O)(=O)N(CC(=O)N1CCCC1)c1ccccc1	9	121
Cc1nn(-c2ccccc2)c(C)c1Sc1ccc(Cl)cc1	104*	.
CCOc1ccccc1N(CC(=O)Nc1ccccc1)S(=O)(=O)c1ccccc1	-1	.
CCCOc1ccc(/C(O)=C2\C(=O)C(=O)N(CCCOC)C23C(=O)N(C)c2ccccc23)cc1 (configuration not stated)	5	89
COC(=O)c1ccccc1-c1ccc(/C=C2/SC(=S)NC2=O)o1	8	.
O=c1[nH]c2ccccc2c2ccccc12	.	92
COc1ccccc1CC(=O)Nc1cccc(F)c1	-6	.
CCSc1nc2ccccc2n1CC(=O)OC	0	135
COC(=O)CN1C(=O)C2(C(C#N)=C(N)Oc3n[nH]c(-c4cccs4)c32)c2ccccc21 (configuration not stated)	5	90
N#Cc1cnc(N)c(C#N)c1Nc1ccccc1	15	.
O=S(=O)(NC1CCCCC1)c1cccc(-c2nnc(-c3ccccc3)o2)c1	3	96
C=C(C)CSc1nnc2n(-c3ccc(OC)cc3)c(=O)c3c4c(sc3n12)CCCC4	-6	.
O=S(=O)(c1ccc(Nc2ccc3c(c2)OCO3)nc1)N1CCOCC1	6	145
CCc1c(C)nc2ccc(C)cc2c1SCC(=O)O	3	.
Cc1c(NC(=O)c2cc3nc(-c4ccc(Cl)cc4)cc(C(F)(F)F)n3n2)c(=O)n(-c2ccccc2)n1C	-4	.
c1ccc(OCCCn2nnc(-c3ccc(N4CCOCC4)cc3)n2)cc1	7	78
CCCOP(=O)(OCCC)C(Nc1ccc(Cl)cc1)c1ccc(Br)cc1 (configuration not stated)	7	.
O=C(Nc1ccccc1)Nc1cccc(Cl)c1Cl	-3	.
CN1C(=O)/C(=N/OC(=O)c2ccc(Cl)cc2)c2ccccc21	-1	.
O=C(O)/C=C\C(=O)Nc1ccc(C(=O)c2ccccc2)cc1	-10	.
O=C(c1ccc(CS(=O)(=O)c2ccc(Br)cc2)o1)N1CCN(c2ccccn2)CC1	7	86
O=S(=O)(Nc1ccc(S(=O)(=O)N2CCCCC2)cc1)c1ccc(Br)s1	7	74
Cc1ccccc1-c1n[nH]c(=S)n1C	-2	.
O=C(C[n+]1ccc(NC(=O)c2ccccc2)cc1)c1ccccc1	11	.
NC(CC(=O)OC1CCCCC1)C(=O)OC1CCCCC1 (configuration not stated)	3&2	104
CC1=CCC(/C=N\Nc2nnc3c(n2)[nH]c2ccccc23)CC1 (configuration not stated)	2	.
Cc1ccc(C(=O)Nc2ccccc2C(=O)O)cc1S(=O)(=O)Nc1cccc(Cl)c1	.	70
CCOc1cccc(=[O+]CC)c2c(C)oc(C)c12	102*	.
COc1ccc(C2C(C(=O)Nc3ccccc3)=C(C)Nc3nc(CCCO)nn32)cc1 (configuration not stated)	7	101
Cc1ccc(-c2nnc3c4ccccc4c(C)nn23)cc1NC(=O)c1ccco1	16	101
NC(=O)c1cc(-c2ccccc2)nc(N2CCCCCC2)n1	-3	73
CCc1ccc(-c2nc(-c3cccnc3)no2)cc1	-5	.
O=C(O)CCSc1nc2ccccc2n1Cc1ccccc1	-6	.
N/C(=N\c1nc2ccccc2o1)NC(=O)c1ccc(F)cc1	-6	.
CC1(C)CC(=O)c2nc(NC(=O)CSC(=O)c3ccccc3)sc2C1	3	.
CCOc1cc(OCC)cc(C(=O)Nc2ccc(-c3nc4ncccc4o3)cc2)c1	21	.
O=C(CCCc1cccs1)Nc1nc2c(s1)CCCC2	8	98
CCOc1ccc(CCNC(=O)C2CCCN(S(=O)(=O)c3c(C)n[nH]c3C)C2)cc1OCC (configuration not stated)	6	95
COc1cccc(-c2nc(-c3cccnc3)no2)c1	9	.
CC(=O)CSc1nc2c(c(=O)[nH]c(=O)n2C)n1Cc1ccccc1Cl	.	101
O=C(c1ncc[nH]1)c1ccco1	2	84
CC(C)CNS(=O)(=O)c1ccc(CCC(=O)O)cc1	5	115
CCCOc1cccc(-c2nnc(NC(=O)Nc3cccc(Cl)c3)s2)c1	0	.
Cc1ccc(-n2c(CSc3nc(C)cc(C)n3)nnc2SCC(=O)NCc2ccco2)cc1	13	104
O=C(N=Nc1c(O)n(CN2CCOCC2)c2ccccc12)c1ccncc1	4	.
CC1(C)CC(NC(=O)c2cccc(Br)c2)CC(C)(C)N1	-1	.
COc1ccc(Cl)cc1NC(=O)c1ccc(C(=O)Nc2cc(Cl)ccc2OC)cc1	-2	.
Cn1c(=O)c2c(ncn2CC(=O)Nc2nc3ccccc3s2)n(C)c1=O	7	.
CN1CCN(C(=O)c2ccccc2NC(=O)c2cccs2)CC1	8&-4	97
COc1cc(/C=C2\SC(=N)N(c3ccc4c(c3)OCO4)C2=O)ccc1OCC(=O)O	4	.
O=C(Nc1ncccc1Cl)C1CCCO1 (configuration not stated)	-12	.
S=c1nc(-c2ccccc2)n(CCN2CCOCC2)c2c1CCCC2	0	.

(cont.)
SMILES	HePTP inhibitor	BAP1 block
O=C(NC1(Cc2ccc(O)cc2)CCCCC1)c1ccccc1	4	.
CN(C)c1ccc(NC(=O)c2cc(Cl)ccc2Cl)cc1	6	.
CCCCn1c(=O)[nH]c2ccccc21	8	99
COc1cccc2cc(C(=O)Nc3cccc(C)n3)c(=O)oc12	9	64
O=C(CSc1ccc(C(=O)O)cc1)Nc1ccccc1	-3	.
COCCOC(=O)c1c(C)oc2ccc(OCc3ccccc3Cl)cc12	-13	.
CC1S/C(=N/N=C/c2ccccc2Cl)NC1=O (configuration not stated)	-13	.
CCN(CC)c1nc(C)cc(COC)c1C#N	-16	.
CCOCCn1c(N2CCN(c3ccccc3)CC2)nc2c1c(=O)n(C)c(=O)n2C	-2	.
COc1cc(NC(=O)COc2ccc(C(C)(C)C)cc2)c(C(=O)O)cc1OC	-9	.
Brc1ccc(-c2nc(-c3ccccc3)nc(-c3ccccc3)n2)cc1	-6	.
Cc1ccccc1NC(=O)C(=O)NCCc1ccccc1	2	.
CC1(C)C=C(/C=C/c2ccccc2)NC(=O)N1	2	.
COc1ccc(-c2nc(CS(=O)CC(=O)NC3CCCc4ccccc43)c(C)o2)cc1OC (configuration not stated)	7	95
O=c1c2ccccc2c2nc3c(c(-c4ccccc4O)c12)c(=O)c1ccccc13	-22	.
C=C(C)Cn1c(SCC(=O)NCc2ccco2)nc2sc3c(c2c1=O)CCC3	30	133
CCOc1ccc(NC(=O)CN(CCc2ccccc2)S(=O)(=O)c2ccccc2)cc1	5	.
O=S(=O)(c1ccccc1)N1C2C=CC(C2)C1(C(F)(F)F)C(F)(F)Cl (configuration not stated)	6	.
COc1cccc(/C=C(\C#N)c2nc(-c3ccc(Br)cc3)cs2)c1	-14	.
O=C(Cn1cnc([N+](=O)[O-])n1)Nc1cc(Sc2ccc(Br)cc2)cc([N+](=O)[O-])c1	7	.
CC[N+](C)(C)c1cccc(O)c1	9	79&93
COC(=O)c1cccc(C(=O)Nc2ccc([N+](=O)[O-])cc2Br)n1	.	69
Cc1ccc(NC(=O)CN2C(=O)c3ccccc3C2=O)c(C(=O)O)c1	2	.
O=C(Nc1ccccc1Cl)c1cc(-c2ccco2)nc2ccccc12	41	.

Three entries from above in a different format:
SMILES,HePTP inhibitor,BAP1 block
COc1cc2c(cc1OC)C(c1ccc(C)o1)SC(c1ccc(C)o1)=N2 (configuration not stated),-6,.
Cc1c(Cl)c([N+](=O)[O-])nn1CC(=O)Nc1ccc(S(N)(=O)=O)cc1,-4,.
C#CCN1C(=O)C(=O)c2cc(Br)ccc21,26,.

New compounds follow:
SMILES	HePTP inhibitor	BAP1 block
CC(NS(=O)(=O)c1ccc([N+](=O)[O-])cc1)C(=O)O (configuration not stated)	-4	.
C=CCc1cccc(/C=N/N2CCN(c3ccc(Cl)cc3)CC2)c1O	-2	.
O=C1c2ccc(Br)cc2C(=O)N1c1ccc2c(c1)oc1ccccc12	.	90
Cc1ccc(N2C(=O)C(Cl)=C(N3CCCCC3)C2=O)c(C)c1	.	166
COc1cccc(C(=O)NCC(=O)N2CCC(C)CC2)c1	12	.
CCCCNc1c2c(nc3ccccc13)CC(C)(C)CC2=O	-12	.
Cc1c(Nc2nc3ccccc3nc2NS(=O)(=O)c2ccccc2)c(=O)n(-c2ccccc2)n1C	9	94
C/C(=N\O)c1ccc2c3c([nH]c2c1)CCCC3	5&11	93
COc1ccc(C2CC(=O)C3=C(C2)Nc2ccccc2NC3c2cccc3ccccc23)cc1OC (configuration not stated)	6	.
C=CCOC(=O)COc1ccc2c(C)c(CC)c(=O)oc2c1	8	358
COc1ccccc1NC(=O)C1=C(C)NC(=S)NC1c1ccc(O)cc1 (configuration not stated)	-5	.
COc1ccccc1NC1=C(Cl)C(=O)N(c2cccc(C)c2C)C1=O	.	124
COc1ccc(N2C(=O)C3CCCN3C2c2ccc(Cl)cc2)cc1 (configuration not stated)	2	99
COCCn1nnnc1C(c1cc2cc(C)ccc2[nH]c1=O)N1CCCCCC1 (configuration not stated)	-5	67
O=C1NC(=O)/C(=C\c2ccc(-c3cccc(Cl)c3)o2)S1	2	.
